Compound activity (PubChem BioAssay)
HT1080-NT tox – kills 2HG-producing HT-1080-NT fibrosarcoma cells; HT-1080-NT fibrosarcoma viability, CellTiter-Glo ATP luminescence, 48 h; Potency, µM (top dose mostly 46.1 µM), without a hit: top-dose activity, negative = less viability, usual class: cytotoxic; actives 1.6% (n = 360,000);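 further: NT is the 2HG producing partner of a matched IDH1 knockdown line; 0% = DMSO-treated cells and -100% = media-only wells without cells; nearly all actives have a fitted effect of over 55% in size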
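Viability of the 2HG-overproducing fibrosarcoma line after 48 hours of compound exposure at 37 degrees C was determined by luminescence with CellTiter-Glo, and concentration-effect curves were then fitted and categorized.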
SW480 rerep – inducers of DNA re-replication in SW480 colon cancer cells; actives 1.8% (n = 340,000); SW480 DNA re-replication, Hoechst DNA content imaging, 48 h; AID 624297; Potency, µM (highest dose often 46.1 µM), without a hit: top-dose re-replication activation, most hits filed as activators; further: % of control where 0% means no effect; nearly all actives have a fitted effect of over 55% in size
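Per well, 250 cells were exposed to pinned compound for 48 hr. Nuclear DNA was visualised with Hoechst (40 min, 37 C) and total object intensity recorded by fluorescence scanning.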
KB-3-1 cytotox – kills parental KB-3-1 adenocarcinoma cells | KB-3-1 viability, CellTiter-Glo ATP luminescence, 72 h | Potency, µM (titrated, usually from 46.1 µM), for the others: at the top dose activity change, negative = cytotoxic, hits mostly cytotoxic | actives 1.4% (n = 400,000) | AID 1347075; further: on the % scale 0 is the no-effect control and ±100 the full control effect; nearly all actives have a fitted effect of over 60% in size
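Here the drug-naive KB-3-1 line serves as comparator for MDR sub-line selectivity; cells received compound titrations, 72 h at 37 °C, then CellTiter-Glo readout.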
GLP-1R agonist – GLP-1 receptor (human) agonism | HEK293 GLP-1R CRE-luciferase, luminescence, 4-6 h; cells express a hypersensitive GLP-1R form | Potency, µM (series often up to 45.6 µM), without a hit: at the highest dose activation, most hits filed as activators | actives 0.007% (n = 380,000) | AID 624172; further: % of control where 0% means no effect
Target sequence (P43220 whole entry, looked up): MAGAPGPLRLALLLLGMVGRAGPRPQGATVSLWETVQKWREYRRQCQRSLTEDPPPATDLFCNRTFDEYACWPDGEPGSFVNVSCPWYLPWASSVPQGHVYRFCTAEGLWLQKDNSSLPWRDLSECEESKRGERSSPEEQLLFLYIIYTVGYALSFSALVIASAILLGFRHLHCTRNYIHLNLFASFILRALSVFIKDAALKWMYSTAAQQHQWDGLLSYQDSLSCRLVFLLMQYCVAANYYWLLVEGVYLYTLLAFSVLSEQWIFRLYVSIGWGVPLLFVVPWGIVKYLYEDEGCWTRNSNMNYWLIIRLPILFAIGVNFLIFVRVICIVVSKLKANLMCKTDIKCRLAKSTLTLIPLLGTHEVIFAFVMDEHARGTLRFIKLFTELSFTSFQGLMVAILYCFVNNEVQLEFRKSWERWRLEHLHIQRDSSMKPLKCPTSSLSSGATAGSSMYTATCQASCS
KB-V1 cytotox – KB-V1 MDR subline cytotoxicity | KB-V1 MDR cells viability, CellTiter-Glo, 72 h | Potency, µM (doses to about 46.1 µM), inactives show top-dose activity change, negative = cytotoxicity, actives largely listed as cytotoxic | actives 3.4% (n = 400,000); further: on the % scale 0 is the no-effect control and ±100 the full control effect; nearly all actives have a fitted effect of over 60% in size
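Potencies derive from concentration-effect curves fitted to normalized luminescence (CellTiter-Glo) of KB-V1 cells treated for 72 h at 37 degrees C in phenol-red-free DMEM containing 10% FBS.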
HT1080 IDH1KD tx – toxicity to HT-1080 IDH1 knockdown cells (counter line); actives 2% (n = 360,000); AID 686971; HT-1080 IDH1 knockdown viability, ATP luminescence, 48 h; Potency, µM (top dose mostly 46.1 µM), inactives show at the top dose activity, negative = toxicity, actives largely listed as cytotoxic;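 further: 0% = DMSO wells and -100% = cell-free medium wells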
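% activity derives from luminescence (CellTiter-Glo), normalised to DMSO and no-cell wells. HT-1080-IDH1KD cells, 750/well, had 48 h compound exposure at 37 °C.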
HEK293 tox – cytotoxic in the GLP-1 receptor inverse agonist counter-screen | HEK293 cAMP-luciferase reporter cells, luminescence, 24 h | Potency, µM (doses to about 38.3 µM), for the others: at the highest dose activity change, negative = inhibition, usual class: inhibitors | actives 0.13% (n = 410,000) | AID 624418;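 further: loss of luciferase light is scored as toxicity; on the % scale 0 is the no-effect control and ±100 the full control effect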
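Here, cytotoxicity is scored as loss of luminescence. The MLSMR collection was tested on cells seeded in medium containing 10% Nu serum, with a 24 hr compound exposure preceded by 12 hours of culture.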
GLP1R inv ag – GLP-1 receptor (human) inverse agonism; P43220; HEK293 GLP-1R CRE-luciferase, luminescence, 24 h; GLP-1R form is constitutively active; Potency, µM (highest dose often 38.3 µM), for inactives: at the top dose activity change, negative = inhibition, actives largely listed as inhibitors; actives 1.6% (n = 410,000); further: on the % scale 0 is the no-effect control and ±100 the full control effect; nearly all actives have a fitted effect of over 55% in size
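qHTS in 1536-well format: reporter HEK293 cells expressing constitutive GLP-1R activity in DMEM + 10% Nu serum, 24 hr with compounds at 37 deg C, luminescence read after 12 min with detection reagent.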
TDP-43 yeast inh – inhibitors of TDP-43 toxicity in yeast | TDP-43 expressing yeast growth rescue, BacTiter-Glo, 24 h | Potency, µM (titrated, usually from 46.1 µM), without a hit: top-dose growth rescue (activation), most hits filed as activators | actives 1.8% (n = 410,000) | AID 652104; further: % of control where 0% means no effect; nearly all actives have a fitted effect of over 50% in size
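Yeast cells expressing TDP-43 under galactose induction are exposed to compounds for 24 hr at 30 deg C. BacTiter-Glo luminescence measures growth, so protective compounds score as activators.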
* = called active by the depositor; ? = inconclusive; · = not tested or not shown; & = joins results of further samples; [ ] = dose if it differs, or a comment. The call rests on the fitted dose curve; in most records, active means well fitted curve in the direction sought with a large enough effect; inconclusive means small, poorly fitted or top-dose-only effect, or another doubt; inactive means no such curve, though single readings can be large; an effect the other way counts as inactive or inconclusive. Potency means the concentration at half of the fitted maximal effect. Compounds were not picked by outcome, and some 9.4% of all compounds hit somewhere here.

The line under a structure holds: HT1080-NT tox | SW480 rerep | KB-3-1 cytotox | GLP-1R agonist | KB-V1 cytotox | HT1080 IDH1KD tx | HEK293 tox | GLP1R inv ag | TDP-43 yeast inh
> Cc1c(C)n(Cc2ccccc2)c2ccc(C(=O)NCC(C)c3ccccc3)cc12 (stereo not given)
  · | · | -2% | · | -10% | · | -1% | ? | -1%
> COc1cccc(NC(=O)COc2cccnc2[N+](=O)[O-])c1
  2% | 4% | 0% | 20% | ? | 7% | 4% | 29% | -14%
> Cc1ccc(S(=O)(=O)N[C@@H](Cc2ccccc2)C(=O)N2CCC(C(=O)N[C@@H](CCC(N)=O)C(=O)O)CC2)cc1
  12% | -3% | -4% | 0% | 16% | 15% | 0% | 9% | 6%
> CCc1nc(C)ccc1OCC(=O)O
  7% | -5% | 5% | -19% | ? | 19% | -14% | 2% | 11%
> O=C(O)c1cccnc1SC1CC(=O)N(c2ccc(OC(F)F)cc2)C1=O (stereo not given)
  -1% | ? | -2% | 1% | 10% | 5% | -1% | 12% | -10%
> O=C(O)c1sccc1S(=O)(=O)c1ccccc1
  24% | -6% | 15% | -20% | -6% | 22% | -9% | 3% | 15%
> COc1cc(C(=O)NCCCN2CCCC2=O)ccc1OCc1ccc(Cl)cc1Cl
  11% | -3% | ? | 2% | ? | 6% | -4% | -11% | 0%
> O=C(CSc1nc2ncccc2o1)Nc1ccc(Cl)cc1F
  · | · | -14% | · | 7% | · | 2% | 15% | 0%
> COc1ccc(NC2CCCN(C(=O)C3(C)CCCCC3)C2)cc1 (stereo not given)
  20% | ? | -11% | 11% | 0% | 0% | -9% | ? | 21%
> CCOC(=O)C1CCCN(CCC(=O)Nc2ccccc2C)C1 (stereo not given)
  -1% | 6% | -10% | 7% | -1% | 2% | 11% | 9% | 23%
> CCCCn1nc2cc(C(=O)NCC34CC5CC(CC(C5)C3)C4)ccc2c1OCC
  -21% | ? | -5% | 16% | -24% | -4% | 2% | ? | -6%
> CC(=O)Nc1ccc2nc3c(=O)n(C)c(=O)n(C)c3nc2c1
  8% | -13% | 12% | 0% | 17% | 3% | 126%[activator] | 14% | -7%
> COc1cc(C(=S)N2CCCC2)ccc1OCC(N)=O
  13% | ? | ? | -17% | ? | 7% | 4% | 2% | -3%
> CCCn1nc(C(=O)NNC(=O)c2ccc(C)c(C)c2)c2ccccc2c1=O
  4% | 2% | ? | -1% | ? | 5% | -8% | 10% | 19%
> COc1ccc(C2(C)C(C#N)C(=O)NC(=O)C2C#N)cc1 (stereo not given)
  22% | ? | 14% | -7% | 5% | 25% | -19% | -27% | 28%
> O=c1c2c3c(sc2nc2n1CCC2)CCCC3
  3% | 2% | ? | 11% | -13% | 2% | -4% | 16% | 20%
> CCc1ccc(-n2c(=O)c3ccccc3n3c(=S)[nH]nc23)cc1
  4% | -2% | 2% | 4% | 17% | 5% | 2% | 16% | 9%
> COC(C[C@@H](O)CC(=O)[C@H](C)OCc1ccccc1)OC
  1% | -3% | 0% | 1% | ? | 5% | 5% | 24% | 5%
> CCN(C(=O)c1c(OC)cccc1OC)c1nnc(-c2cccnc2)s1
  -9% | ? | ? | 4% | -28% | -29% | -5% | -2% | ?
> CCOc1ccc(NC(=O)C2CCN(c3nnnn3-c3ccccc3)CC2)cc1
  0% | -2% | -2% | 2% | 8.2µM* | -1% | -13% | 0% | 17%
> Cc1ccc(NC(=O)c2cccc(N3C(=O)C4C5CCC(C5)C4C3=O)c2)c(C)c1 (stereo not given)
  1% | 33% | 0% | -9% | 4.1µM* | 16% | -8% | 3% | 18%
> CNS(=O)(=O)c1cc(Br)ccc1S(=O)c1ccccc1C(=O)O (stereo not given)
  22% | -5% | 15% | 2% | ? | ? | -9% | 8% | -18%[1.82 µM]
> Cc1cccc(C)c1NC(=O)C(c1ccc([N+](=O)[O-])cc1)N(C)C(=O)c1ccccn1 (stereo not given)
  -3% | 2% | -5% | 13% | -27% | 0% | 13% | -5% | 16%
> CCOC(=O)C1=C(CC)Nc2ccccc2N=C1N
  7% | 0% | 9% | 8% | 8% | 6% | 11% | 1% | 10%
> O=C(COc1ccccc1Cl)Nc1ccc2c(c1)C(=O)NC2=O
  ? | 30% | -8% | 13% | 0% | ? | -4% | 31%[activator] | -16%
> N/C(=N\c1nc2c(c(=O)[nH]1)CCCC2)Nc1ccccc1
  -2% | -7%[9.22 µM] | -3% | -3% | -15% | 0% | 54%[activator] | 11% | 4%
> COc1ccc(-n2c(C)nnc2SCC(=O)NC2CC2)cc1
  -2% | -7% | -2% | -1% | 0% | 15% | 2% | 1% | -10%
> COc1ccc(CCN(Cc2ccccn2)C(=S)Nc2ccccc2F)cc1OC
  4% | -3% | 19% | 0% | -7% | 19% | -1% | 11% | -29%
> c1ccc(CNC2=NCCCCC2)cc1
  8% | -16% | -5% | -1% | 2% | 15% | 4% | 10% | -15%
> O=C(O)c1ccc(S(=O)(=O)c2ccc3c(c2)C(=O)N(NC(=O)c2ccccc2)C3=O)cc1
  8% | -4% | 9% | 7% | 11% | 1% | -13% | 2% | 12%

The final three records of the section above lead into the next.
The line under a structure holds: HT1080-NT tox | SW480 rerep | KB-3-1 cytotox | GLP-1R agonist | KB-V1 cytotox | HT1080 IDH1KD tx | HEK293 tox | GLP1R inv ag | TDP-43 yeast inh
> COc1ccc(CCN(Cc2ccccn2)C(=S)Nc2ccccc2F)cc1OC
  4% | -3% | 19% | 0% | -7% | 19% | -1% | 11% | -29%
> c1ccc(CNC2=NCCCCC2)cc1
  8% | -16% | -5% | -1% | 2% | 15% | 4% | 10% | -15%
> O=C(O)c1ccc(S(=O)(=O)c2ccc3c(c2)C(=O)N(NC(=O)c2ccccc2)C3=O)cc1
  8% | -4% | 9% | 7% | 11% | 1% | -13% | 2% | 12%
> COc1ccc(Nc2c3c(nc4ccc(C)cc24)CCC3)cc1
  -25% | -7% | -29% | 7% | -2% | -29% | ? | ? | 14%
> Cc1ccc2nc(C3CCCCC3)[nH]c2c1
  -3% | 5% | -4% | -6% | -20% | -1% | -6% | ? | -6%
> CCCCC(CC)C(=O)Nc1ccc(S(=O)(=O)N2CCCC2)cc1 (stereo not given)
  16% | 22% | -12% | 3% | ? | 8% | -16% | ? | 5%
> CCCNC(C)(C)COC(=O)c1ccccc1
  -26% | 13%&0% | 0% | 0%&-2% | 2% | 7% | -2% | -4% | ?
> Cc1ccc(S(=O)(=O)n2nc(-c3ccco3)nc2SCc2ccccc2)cc1
  6% | -12% | 21% | 21% | 7% | 4% | -5% | 34%[activator] | 28%
> O=C(CN(C(=O)c1ccc(Cl)cc1)C1CCCCC1)Nc1ccc(Cl)c([N+](=O)[O-])c1
  ? | ? | 3% | 0% | 15µM* | ? | 5% | ? | 0%
> Cc1ccc2nc(SCC(=O)Nc3ccc(F)cc3)nc(=O)n2c1
  16% | -2% | -7% | 19% | -6% | 2% | 0% | 31%[activator] | 18%
> Cc1c(Cl)cccc1NC(=O)CCCN1C(=O)c2cccnc2C1=O
  6% | -5% | 1% | 1% | 2% | -1% | 4% | 6% | 22%
> COc1cc(C(=O)NCCNc2nc3c(C)cccc3cc2C#N)cc(OC)c1OC
  2% | · | -18% | -4% | ? | 12% | 1% | 2% | 16%
> CN1CCN(NC(=O)c2ccc(F)cc2)CC1
  -4% | -4% | -1% | -3% | 11% | -6% | 7% | 0% | 10%
> COc1ccc(CCN2C(=O)c3cccnc3C2=O)cc1OC
  9% | -1% | 2% | -7% | 16% | 11% | 0% | 12% | 22%
> COc1ccccc1CNC(=O)Cn1ncc2c(=O)oc3ccc(C)cc3c21
  · | · | 0% | · | 30% | · | 5% | 12% | 0%
> CC(C)(C)n1nc2c(c1NC(=O)c1ccco1)CS(=O)C2 (stereo not given)
  6% | 1% | 12% | -2% | -10% | 9% | -3% | -3% | ?
> CS(=O)(=O)c1cnc2c(-c3ccc(F)cc3)cnn2c1N
  7% | -8% | -2% | 16% | 6% | 5% | 1% | 75%[activator] | 13%
> Cc1ccc(C(C)C)c(OCc2n[nH]c(=S)o2)c1
  -6% | 1% | 5% | -1% | 7% | 1% | ? | ? | -4%[0.397 µM]
> COc1cccc(NC(C)C(=O)Nc2cc([N+](=O)[O-])ccc2Cl)c1 (stereo not given)
  -26% | ? | -26% | 1% | ? | ? | 5%[0.307 µM] | 1%[0.307 µM] | 11µM*
> COc1cccc(-c2nnc(NC(=O)Cc3cccs3)s2)c1
  22% | -2%[9.22 µM] | 7% | -17% | 0% | 8% | 4% | 42% | 12%
> COC(=O)CCC(=O)OC1(C)C(=O)C=C2C=C(C3CC3)N(CCc3ccccn3)C=C2C1=O (stereo not given)
  7% | -7% | -4% | -1% | 8% | -5% | -11% | 28% | -18%
> COc1cc2c(c(OC)c1OC)-c1ccc(NC(=O)c3ccccc3)c(=O)cc1[C@@H](NC(C)=O)CC2
  0% | 2% | -1% | 23% | 31% | 0% | -12% | 3% | -5%
> CC(=O)NCC(=O)N1CCC(n2nccc2NC(=O)CCCc2ccccc2)CC1
  3% | -22% | -10% | -1% | 4% | 5% | 9% | -5% | 15%
> CC(=O)N1CCCc2cc(S(=O)(=O)N3CCC(C(=O)Nc4cccc(Cl)c4C)CC3)ccc21
  · | · | 1% | · | 12% | · | 3% | 15% | 6%
> CCOCc1[nH]c(=S)[nH]c(=O)c1Cc1ccc(OCC)cc1
  -8% | 0% | -4% | 4% | ? | 0% | 3% | 19% | -24%
> Cc1ccc(NC(=O)CCCN2C(=O)/C(=C/C=C/c3ccccc3)SC2=S)cc1
  0% | 0% | ? | -5% | ? | -2% | -6% | 5% | 4%
> Cc1ccc(-n2c(SCC(=O)NCc3ccc(F)cc3)nc3c([nH]c4ccccc43)c2=O)cc1
  · | · | 3% | -3% | 0% | · | -1% | ? | 6%
> Cc1nnc(-c2cnn(-c3ccccc3)c2N)n1Cc1ccncc1
  -5% | -6% | 3% | -4% | 21% | -13% | 6% | 0% | 1%
> O=C(O)c1ccc(COc2ccccc2/C=C2\NC(=O)N(Cc3ccccc3)C2=O)cc1
  1% | ? | 6% | 14% | 15% | 1% | -6% | 18% | -12%
